Screening results from PubChem.
Pemphigus Ab inh: inhibitors of pemphigus antibody binding to human desmoglein-3. DSG3-coupled beads, scFv-anti-DSG3-GFP binding, flow cytometry; hits give low values. binding (percent of control), % at 10 µM. hit rate 0.48% among 310,000;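 active = binding more than 3 SD below its plate's average and above zero; inconclusive = below that plate limit but binding exactly zero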;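 note: hits lower antibody fragment binding to DSG3; some compounds called inactive have numbers as strong as hits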
SUMO Mot1 rescue: SUMOylation pathway inhibition by Mot1-301 growth rescue. S. cerevisiae Mot1-301 growth rescue, ATP luminescence, 38.5C; percent above DMSO median, 100 means doubled. growth rescue, % at 18.8 µM. hit rate 1% among 320,000. AID 2716;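 active = every valid replicate shows activation above 250% relative to neutral control wells; inactive = the rest, any valid replicate at or below 250%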;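 note: OY570 slx delta 5 strain wells were the positive control but not used for scaling; some compounds called inactive have numbers as strong as hits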
SR-BI HDL uptake: blocks mouse SR-BI lipid uptake from DiI-HDL; inhibition, % at 12.5 µM; Q61009; ldlA[mSR-BI] CHO cells, DiI-HDL uptake fluorescence, 3 h; hit rate 0.96% among 320,000; AID 488896;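 active = mean replicate inhibition of at least 70% and a set share of replicates each scoring 70 or more; inconclusive = meets just one of the two criteria; inactive = fails both criteria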;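 note: 0% = median of neutral control wells and 100% = median of positive control wells; values of inactives mirror those of a sister screen read the other way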
SR-BI DiI-HDL act: enhances SR-BI lipid uptake from DiI-HDL. AID 504775. CHO ldlA[mSR-BI] cells, DiI-HDL uptake fluorescence, 3 h; 100 = double the neutral-control signal. activation, % at 12.5 µM. hit rate 0.096% among 320,000;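 active = mean replicate activation of at least 60% and every replicate at or above 60%; inconclusive = mean or all-replicate condition met, but not both; inactive = mean below 60% and not all replicates reaching 60%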;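 note: 0% = median plate neutral-control signal and 100% = twice that signal; values of inactives mirror those of a sister screen read the other way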
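System: LDL receptor-deficient CHO ldlA cells overexpressing murine SR-BI | Timing: 3 h uptake period with compound, 37 °C | Medium: HEPES-buffered (25 mM, pH 7.4) F12 plus 0.5% BSA | Dosing: Single-point compound dose | Signal: Bottom-read fluorescence, 550/595 nm | Read-out: Retained DiI signal reflecting DiI-HDL uptake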
CDK5 p35 inh: blocks human CDK5/p35 kinase activity; Q00535+Q15078; Recombinant CDK5/p35, ADP-Glo luminescence, 60 min; inhibition, % at 10 µM; hit rate 0.01% among 330,000; AID 488839;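 active = highest replicate inhibition of at least 50% and at least 75% of replicates reaching 50%; inconclusive = only one of the two criteria met; inactive = both criteria failed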;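 note: plate controls were DMSO neutral control for no effect and GW8510 at 10 µM for full effect; many of its hits are not listed in these tables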
Target sequence (Q00535 whole entry, looked up): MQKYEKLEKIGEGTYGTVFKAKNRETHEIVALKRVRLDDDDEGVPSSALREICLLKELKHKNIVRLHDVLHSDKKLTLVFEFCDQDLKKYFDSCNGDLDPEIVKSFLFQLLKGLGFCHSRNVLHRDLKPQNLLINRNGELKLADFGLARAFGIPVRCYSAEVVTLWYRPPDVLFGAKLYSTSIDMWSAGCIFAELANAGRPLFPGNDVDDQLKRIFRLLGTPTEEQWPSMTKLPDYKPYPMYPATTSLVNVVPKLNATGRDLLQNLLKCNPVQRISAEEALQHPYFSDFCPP
Target sequence (Q15078 whole entry, looked up): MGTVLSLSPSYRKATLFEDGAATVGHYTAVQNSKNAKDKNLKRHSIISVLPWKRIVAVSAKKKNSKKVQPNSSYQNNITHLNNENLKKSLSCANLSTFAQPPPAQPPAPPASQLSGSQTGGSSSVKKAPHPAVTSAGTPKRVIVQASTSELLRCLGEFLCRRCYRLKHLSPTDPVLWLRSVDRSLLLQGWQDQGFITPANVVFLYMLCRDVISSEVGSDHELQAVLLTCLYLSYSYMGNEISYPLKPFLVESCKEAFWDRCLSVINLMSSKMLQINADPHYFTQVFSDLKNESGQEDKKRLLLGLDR
PKA-R1A activ: activators of PKA-R1A complex; P00514+P68181; PKA-R1A dissociation, Cy5-IP20 fluorescence polarization; scaled: DMSO 0%, 113 µM cGMP 100%; activation, % at 11.4 µM; hit rate 0.083% among 340,000; AID 504707;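 active = percent activation above the mean of all tested compounds plus 3 SD, cut at about 19% in these data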;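 note: higher means more PKAc released from R1A so a rise in polarization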
MITF TRPM1 HTS: increases MITF-driven TRPM1 promoter luciferase signal; SK-MEL-5 TRPM1-promoter luciferase, 24 h; % of positive control, neutral wells = 0; activation, % at 12.5 µM; hit rate 0.75% among 300,000; AID 588334;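 active = mean activation of at least 80% with every replicate also reaching 80%; inconclusive = mean reaches 80% but some replicate falls short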;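 note: 0% = neutral control wells and 100% = parthenolide positive control wells; values of inactives mirror those of a sister screen read the other way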
dFosB act: enhances mouse delta FosB homodimer DNA binding | purified delta FosB, TAMRA-CDK5 oligo fluorescence polarization; percent of positive-control signal above neutral wells | hit rate 0.99% among 340,000 | activation, % at 25 µM;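 active = mean activation above about 17%, with every replicate also reaching it, limit read from the data, passing the limit was not always enough; inconclusive = only one of the two conditions met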;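 note: fluorescence polarization rise as delta FosB binds a TAMRA Cdk5 AP-1 oligo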
PKA-R2B activ: PKA-R2B complex activation. PKA-R2B holoenzyme dissociation, Cy5-IP20 fluorescence polarization; R2B truncated from residue 108, S112A mutant; 0% DMSO only, 100% 113 µM cGMP. activation, % at 11.4 µM. hit rate 0.079% among 340,000. AID 504700;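 active = activation above a cutoff set at the mean over all compounds plus 3 SD, cut at about 18% in these data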;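 note: higher means more holoenzyme dissociation and a rise in polarization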
Target sequence (P31323 whole entry, looked up, other chains not shown, the tested form may be a part): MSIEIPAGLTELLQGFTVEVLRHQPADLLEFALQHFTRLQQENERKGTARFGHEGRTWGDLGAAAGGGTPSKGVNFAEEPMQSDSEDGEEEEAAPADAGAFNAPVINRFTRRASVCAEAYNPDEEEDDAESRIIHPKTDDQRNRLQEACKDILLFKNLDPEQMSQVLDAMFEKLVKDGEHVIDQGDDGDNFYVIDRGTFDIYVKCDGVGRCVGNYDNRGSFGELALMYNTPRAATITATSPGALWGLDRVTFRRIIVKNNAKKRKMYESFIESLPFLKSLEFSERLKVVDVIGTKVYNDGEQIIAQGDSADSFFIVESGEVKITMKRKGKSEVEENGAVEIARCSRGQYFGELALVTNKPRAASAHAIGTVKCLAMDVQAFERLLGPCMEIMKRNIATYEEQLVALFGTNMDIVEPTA
NSD2 HMT inh: NSD2 (human) methyltransferase inhibition; hit rate 0.54% among 310,000; AID 743445; inhibition, % at 12.5 µM; NSD2 peptide methylation, AlphaScreen, 120 min; in the data active = inhibition above about 50%
Arrestin-AP2 inh: inhibitors of human beta-arrestin and AP2 interaction; FITC-arrestin peptide / GST-AP2 beads, flow cytometry; AP2 beta2 appendage carries R879A mutation; inhibition, % at 10 µM; hit rate 0.31% among 340,000; AID 504490;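 active = inhibition above a set limit, near 3 SD of compounds lacking own fluorescence, cut at about 54% in these data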;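 note: plate controls were DMSO wells for no effect and 5 µM unlabelled arrestin peptide for full effect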
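system = GST-tagged AP2 beta2-adaptin appendage (R879A) on 4 µm glutathione beads | reagent = FITC-labelled arrestin peptide probe, 50 nM final | schedule = compound with beads 12 min RT, then probe 1 h RT | signal = HyperCyt-sampled flow cytometry, FL1 channel, ex 488/em 535 nm | read-out = percent response from loss of bead-bound FITC fluorescence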
Numbers without * were called inactive; ? = inconclusive; . = no result given.

SMILES	Pemphigus Ab inh	SUMO Mot1 rescue	SR-BI HDL uptake	SR-BI DiI-HDL act	CDK5 p35 inh	PKA-R1A activ	MITF TRPM1 HTS	dFosB act	PKA-R2B activ	NSD2 HMT inh	Arrestin-AP2 inh
CC(=O)N1CCOc2ccc(S(=O)(=O)NC[C@H]3O[C@@H](n4cnc5c(N)ncnc54)[C@H](O)[C@@H]3O)cc21	95	.	7	-7	-0.4	-10	6	1	-3	.	-10
Nc1cc(-c2ccc(Cl)cc2)nn1S(=O)(=O)c1ccc(Cl)cc1	89	545*	41	-41	-0.6	-16	0	0	-7	.	8
Cc1ccc(NC2=CC(=O)CC(C)(C)C2)c(N)c1	101	87	-14	14	2.6	-2	.	-3	-1	1	14
CCCc1cc(=O)[nH]c(SCC(=O)N2CCOCC2)n1	.	1	-17	17	1.8	-4	-5	5	-1	-1	18
O=C(COc1ccccc1)NCCS(=O)(=O)N1CCN(c2ccccc2)CC1	102	380*	-22	22	-0.9	9	3	3	1	-1	0
Cc1cc(C)cc(NC(=O)c2cccnc2)c1	116	0	14	-14	3.1	-7	.	-3	-8	-3	-2
CC1(C)CC2(CC(c3cccs3)c3cc(Cl)c(O)cc3O2)NC(=S)N1 (stereo not drawn)	102	0	90*	-90	-1.0	-6	3	-3	2	0	16
O=C(c1cnsn1)N1CCN(c2ccccn2)CC1	105	114	-14	14	-0.1	1	3	-1	6	-1	-9
CCC(C)NCC(O)(c1ccc(Cl)cc1)c1ccc(Cl)cc1 (stereo not drawn)	102	-16	6	-6	-1.1	-4	5	-6	-10	-2	0
CCc1ccccc1NC(=O)Nc1ccsc1C(=O)OC	108	-3	21	-21	0.5	6	-12	-7	4	-1	37
CC(=O)Nc1ccc(NC(=O)CN(C)CCC#N)cc1	.	-14	5	-5	1.7	10	7	-6	-3	-3	-5
COc1cc(C(=O)NCC(=O)N/N=C/c2cccs2)cc(OC)c1OC	97	10	-5	5	-1.4	-3	-3	1	10	-1	3
N#Cc1cn(N2CCCCC2)c(=O)[nH]c1=O	100	2	4	-4	0.3	-10	-12	-5	-1	40	11
COc1ccc(CCNC(=O)CSc2nnc(CNC(=O)c3cc(OC)c(OC)c(OC)c3)o2)cc1OC	103	157	7	-7	-0.5	0	-1	-5	-5	-3	19
COCCN1CCn2c(nc3cc(NC(C)=O)ccc32)C1	99	509	-8	8	-1.4	-5	1	4	-12	-1	7
CC1=C(C(=O)Nc2ccc(Cl)cc2)C(c2ccncc2)C(C#N)=C(SCC(N)=O)N1 (stereo not drawn)	118	-2	5	-5	-0.9	-1	-10	1	-1	-1	-4
COc1ccccc1/C=C/C=C1\Oc2c(ccc(O)c2CN(C)C)C1=O	95	8	.	.	0.0	2	-10	-19	-2	6	1
C/C(=C\C(=O)c1ccccc1)Nc1cccc(O)c1	107	198	1	-1	-0.6	12	?	-2	-6	.	38
Cc1c(NC(=O)C(C)OC(=O)[C@@H](NC(=O)c2ccccc2)C(C)C)c(=O)n(-c2ccccc2)n1C (stereo partly drawn)	101	-16	-24	24	1.4	-13	8	7	-11	1	6
O=[N+]([O-])c1ccccc1/C=N/NC1=NCCN1	112	-24	11	-11	-2.9	3	-6	-8	8	1	-12

Structures above containing a halogen, in the order listed:
SMILES	Pemphigus Ab inh	SUMO Mot1 rescue	SR-BI HDL uptake	SR-BI DiI-HDL act	CDK5 p35 inh	PKA-R1A activ	MITF TRPM1 HTS	dFosB act	PKA-R2B activ	NSD2 HMT inh	Arrestin-AP2 inh
Nc1cc(-c2ccc(Cl)cc2)nn1S(=O)(=O)c1ccc(Cl)cc1	89	545*	41	-41	-0.6	-16	0	0	-7	.	8
CC1(C)CC2(CC(c3cccs3)c3cc(Cl)c(O)cc3O2)NC(=S)N1 (stereo not drawn)	102	0	90*	-90	-1.0	-6	3	-3	2	0	16
CCC(C)NCC(O)(c1ccc(Cl)cc1)c1ccc(Cl)cc1 (stereo not drawn)	102	-16	6	-6	-1.1	-4	5	-6	-10	-2	0
CC1=C(C(=O)Nc2ccc(Cl)cc2)C(c2ccncc2)C(C#N)=C(SCC(N)=O)N1 (stereo not drawn)	118	-2	5	-5	-0.9	-1	-10	1	-1	-1	-4

Some of the entries above in another layout.
Molecule,Pemphigus Ab inh,SUMO Mot1 rescue,SR-BI HDL uptake,SR-BI DiI-HDL act,CDK5 p35 inh,PKA-R1A activ,MITF TRPM1 HTS,dFosB act,PKA-R2B activ,NSD2 HMT inh,Arrestin-AP2 inh
CC1(C)CC2(CC(c3cccs3)c3cc(Cl)c(O)cc3O2)NC(=S)N1 (stereo not drawn),102,0,90*,-90,-1.0,-6,3,-3,2,0,16
O=C(c1cnsn1)N1CCN(c2ccccn2)CC1,105,114,-14,14,-0.1,1,3,-1,6,-1,-9
CCC(C)NCC(O)(c1ccc(Cl)cc1)c1ccc(Cl)cc1 (stereo not drawn),102,-16,6,-6,-1.1,-4,5,-6,-10,-2,0
CCc1ccccc1NC(=O)Nc1ccsc1C(=O)OC,108,-3,21,-21,0.5,6,-12,-7,4,-1,37

Back to the main list, repeating the 2 entries before the break.
SMILES	Pemphigus Ab inh	SUMO Mot1 rescue	SR-BI HDL uptake	SR-BI DiI-HDL act	CDK5 p35 inh	PKA-R1A activ	MITF TRPM1 HTS	dFosB act	PKA-R2B activ	NSD2 HMT inh	Arrestin-AP2 inh
Cc1c(NC(=O)C(C)OC(=O)[C@@H](NC(=O)c2ccccc2)C(C)C)c(=O)n(-c2ccccc2)n1C (stereo partly drawn)	101	-16	-24	24	1.4	-13	8	7	-11	1	6
O=[N+]([O-])c1ccccc1/C=N/NC1=NCCN1	112	-24	11	-11	-2.9	3	-6	-8	8	1	-12
CCc1c(C)[nH]n(-c2ccc(Oc3ccccc3)c(S(=O)(=O)O)c2)c1=O	104	-18	11	-11	-4.3	-9	9	-6	14	.	4
CCOc1ccccc1CNC(=O)c1ccc2nc(N3CCOCC3)sc2c1	100	-7	35	-35	-0.9	-7	.	-14	12	.	4
CCOc1cc(/C=C/C(=O)O)ccc1OCCOc1ccccc1	118	121	.	.	-2.1	0	1	0	-6	3	-1
CC1(C)CC2C1CCC1(O)CC2(C)CCC1N(O)c1ccc(C(=O)NCCO)cn1 (stereo not drawn)	108	-21	18	-18	-8.0	2	-4	0	5	.	-3
CCN(CC)CCCOC(=O)c1ccc(OC)cc1O	100	13	-16	16	0.4	1	-14	-4	-14	7	-14
Cc1c(Br)c([N+](=O)[O-])nn1CC(=O)NCc1ccccc1	102	21	-5	5	1.6	-1	3	2	0	-1	-8
Cc1oc(/C=N/NC(=O)CN(c2ccccc2Br)S(C)(=O)=O)cc1Br	93	-7	7	-7	-0.4	-5	11	0	3	-3	1
O=C(Nc1nc(-c2cc(Cl)sc2Cl)cs1)c1cccs1	101	-18	?	-72	-0.9	-5	53	-14	-10	-6	8
CC(C)N(Cc1nc(-c2ccc(Cl)cc2)no1)C(=O)C(c1ccccc1)c1ccccc1	96	-18	18	-18	0.4	-2	5	-10	0	1	28
COc1cc2c(-c3ccc4c(c3)OCO4)c(-c3ccsc3)oc(=O)c2cc1OC	102	45	8	-8	0.1	-10	28	0	-4	.	-5
Cc1ccc(CN(C)C(=O)C2CCCN2C(=O)c2cccs2)o1 (stereo not drawn)	111	0	-15	15	-1.3	-5	.	-9	-1	1	-9
O=C(NCCN1CCN(c2ccccc2)CC1)C1CCN(S(=O)(=O)N2CCOCC2)CC1	99	.	-20	20	0.2	-10	7	3	6	0	30
Cc1ccccc1OCc1ccc(C(=O)N2CC(C)OC(C)C2)o1 (stereo not drawn)	95	-1	.	.	1.3	0	-14	-13	6	-5	8
O=C1CC(N2CCN(C(c3ccccc3)c3ccccc3)CC2)C(=O)N1Cc1ccc(N2CCCC2=O)cc1 (stereo not drawn)	.	47	-4	4	-0.6	-8	.	-12	10	0	-6
CC(=O)Nc1cccc(C(=O)OC(C(=O)c2ccc(C)cc2)c2ccccc2)c1 (stereo not drawn)	119	-21	16	-16	-2.6	-6	.	3	-3	1	8
N#Cc1ccc(OCC(=O)NC2=NCCS2)cc1	101	-3	-8	8	0.7	3	11	-18	5	0	14
CC1=CC(=O)C=C(C)C1=NOC(=O)c1cccc([N+](=O)[O-])c1	.	-1	-38	38	-0.3	-9	-9	1	5	1	28
CCOP(=O)(CN(CC)C(=O)c1ccccc1Br)OCC	101	-10	11	-11	1.7	7	-1	0	-5	-3	42
CCc1ccc(NC(=O)N(C2CCCCC2)C(C)c2cccnc2)cc1 (stereo not drawn)	108	40	-9	9	-2.8	-8	8	-6	-6	-1	-5
O=C(Cc1ccc(-c2ccccc2)cc1)NC1CCCC1	.	11	28	-28	-0.2	2	-3	4	-6	-2	-10
Cc1c(Cl)cnc(NC(=O)CSc2nncs2)c1Cl	109	10	-1	1	0.7	-3	3	1	-9	1	8
Cn1c(=O)c(=O)n(C)c2cc(S(=O)(=O)N3CCOCC3)ccc21	97	5	-19	19	1.4	-3	.	-6	3	-1	0
CCOC(=O)c1cnc(SCC)[nH]c1=O	101	-15	-24	24	-0.4	3	-11	-3	-1	-2	-3
COc1ccc(Cl)cc1C(=O)NNC(=O)CSc1nnc2ccccn12	103	14	-14	14	1.4	-2	-16	-2	-5	0	-12
CCOC(=O)c1c(C)n(C)c2c(C)cc(O)c(OC(C)=O)c12	.	9	17	-17	0.2	-7	14	5	-1	1	-2
CCOC(=O)N1CCN(S(=O)(=O)CCNC(=O)c2ccc(OC)cc2)CC1	101	53	-6	6	0.3	3	0	4	3	-1	7
COc1cccc(CNc2nc3nc(C)cc(=O)n3[nH]2)c1	104	-14	-8	.	3.1	5	-1	-5	13	-1	6
COc1ccc(S(=O)(=O)N2CCN(CC(=O)Nc3ccccc3Cl)CC2)cc1	107	4	-27	27	0.3	1	-1	-10	-12	-3	-20
CCOC(=O)c1sc(NC(=O)C(CC)Sc2nnc3c4ccccc4n(C(C)C)c3n2)nc1C (stereo not drawn)	100	.	-4	4	-0.1	1	22	-3	-18	.	2
